# Assay outcomes deposited in PubChem by National Center for Advancing Translational Sciences (NCATS).
# Cycloheximide cs = counter-screen for Shiga toxin inhibitors: cycloheximide protein synthesis inhibition. cell reporter, cycloheximide protein synthesis inhibition counterscreen. max response, %. 300,000 tested, 12% active. AID 2314; in the data active = max response mostly above about 13%, no sharp cut-off; inactive = mostly below about 14%; note: read at 38.3 µM for the half of the compounds with a filed dose; 0% is about no effect
# Shiga toxin inh = Shiga toxin inhibition; Vero cells, Shiga toxin protein synthesis inhibition reporter; inhibition, % at 38.7 µM; 290,000 tested, 9.2% active; in the data active = inhibition mostly above about 28%, no sharp cut-off; inactive = mostly below about 43%; note: 0% is about no effect
# LmPK inh = blocks Leishmania mexicana pyruvate kinase activity | 290,000 tested, 0.37% active | purified LmPK, Kinase-Glo ATP luminescence, 1 h | Q27686 | AID 1721 | Potency, µM (series often up to 57.5 µM), without a hit: at the top dose activity change, negative = inhibition, hits mostly inhibitors; note: potency is the fitted concentration of half-maximal effect; % is set by controls: 0 for no effect and ±100 for the full control effect
# Target sequence (Q27686 whole entry, looked up): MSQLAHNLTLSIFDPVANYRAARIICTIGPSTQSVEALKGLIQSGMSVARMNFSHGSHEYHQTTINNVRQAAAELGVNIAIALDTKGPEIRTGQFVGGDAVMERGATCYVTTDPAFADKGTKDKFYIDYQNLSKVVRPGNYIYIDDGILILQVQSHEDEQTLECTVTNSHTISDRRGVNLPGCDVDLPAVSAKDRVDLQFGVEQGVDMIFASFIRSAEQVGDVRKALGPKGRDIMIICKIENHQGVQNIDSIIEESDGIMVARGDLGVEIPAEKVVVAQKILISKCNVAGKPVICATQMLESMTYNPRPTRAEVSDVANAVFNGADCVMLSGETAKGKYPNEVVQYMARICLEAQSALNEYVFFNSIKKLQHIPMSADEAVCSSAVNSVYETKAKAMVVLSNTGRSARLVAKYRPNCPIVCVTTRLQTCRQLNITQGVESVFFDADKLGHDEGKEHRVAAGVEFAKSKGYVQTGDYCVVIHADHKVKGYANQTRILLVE
#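 Purified LmPK (0.1 nM) with 0.5 mM PEP and 0.1 mM ADP in imidazole buffer pH 7.2 with MgCl2/KCl, 1 h at room temperature. ATP formed was read by luciferase luminescence and normalized to no-enzyme and uninhibited controls.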
# Pf growth 96h = P. falciparum growth inhibition at 96 hour, primary screen for plastid delayed-death inhibitors; P. falciparum luciferase reporter growth, 96 h; AID 504834; Potency, µM (series often up to 28.7 µM), for inactives: top-dose activity change, negative = inhibition, usual class: inhibitors; 320,000 tested, 6.9% active; note: potency is the fitted concentration of half-maximal effect; % is set by controls: 0 for no effect and ±100 for the full control effect
#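 Delayed-death screen, second-generation endpoint: infected erythrocytes, 2% hematocrit, 0.05% parasitemia final; 96 hours at 37 C, 5% CO2; luciferase detection reagent; luminescence decrease equals reduced growth.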
# Pf growth 48h = inhibits P. falciparum growth in the first generation, 48 h. Potency, µM (highest dose often 28.7 µM), for the others: at the highest dose activity change, negative = inhibition, most hits filed as inhibitors. AID 504832. 310,000 tested, 5.9% active. P. falciparum luciferase growth in erythrocytes, 48 h; note: potency is the fitted concentration of half-maximal effect; % is set by controls: 0 for no effect and ±100 for the full control effect
#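 Parasite viability was followed by luminescence of a genomically integrated firefly luciferase. Cultures held 0.1% parasitemia at 2% hematocrit (final), incubated under 5% CO2 at 37 C.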
# AmpC no deterg = inhibitors of E. coli AmpC beta-lactamase without detergent; P00811; AmpC nitrocefin hydrolysis, absorbance 480 nm, 0.0001% Triton; Potency, µM (titrated, usually from 57.1 µM), inactives show at the highest dose activity change, negative = inhibition, actives largely listed as inhibitors; 330,000 tested, 0.52% active;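 note: potency is the fitted concentration of half-maximal effect; plate controls were no compound for no effect and no enzyme for full effect; nearly all actives have a fitted effect of over 20% in size; some results filed as inactive show a strong effect at the top dose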
# Target sequence (P00811 whole entry, looked up): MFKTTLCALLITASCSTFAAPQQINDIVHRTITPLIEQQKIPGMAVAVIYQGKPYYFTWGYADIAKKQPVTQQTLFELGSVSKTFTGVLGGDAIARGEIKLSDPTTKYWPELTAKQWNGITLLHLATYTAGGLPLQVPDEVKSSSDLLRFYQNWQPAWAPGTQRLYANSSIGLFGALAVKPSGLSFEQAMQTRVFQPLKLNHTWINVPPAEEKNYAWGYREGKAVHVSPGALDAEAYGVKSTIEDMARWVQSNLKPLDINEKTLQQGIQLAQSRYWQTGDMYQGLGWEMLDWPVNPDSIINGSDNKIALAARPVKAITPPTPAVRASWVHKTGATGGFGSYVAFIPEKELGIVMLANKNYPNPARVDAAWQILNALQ
#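 20 mM phosphate pH 7.0 + 0.01% (detergent screen) or 0.0001% Triton X-100; 5.3 nM AmpC reagent; cpd preinc 15 min RT; nitrocefin (800 uM stock) to start; A480 q20 s × 4 min; Activity was normalised to no-enzyme and no-compound control wells.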
# Tb PYK inh = T. brucei pyruvate kinase inhibition. Q57TT1. TbPYK enzyme, Kinase-Glo Plus ATP luminescence, 45 min. Potency, µM (titrated, usually from 76.8 µM), inactives show top-dose activity, negative = inhibition, hits mostly inhibitors. 410,000 tested, 0.12% active; note: potency is the fitted concentration of half-maximal effect; % is set by controls: 0 for no effect and ±100 for the full control effect; nearly all actives have a fitted effect of over 50% in size
#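 Quantitative HTS: titrated library compounds versus trypanosomal pyruvate kinase in TEA buffer (pH 7.2) containing KCl, MgCl2, BSA and Tween-20. Reactions were initiated with ADP, 130 uM final. Kinase-Glo Plus luminescence was read after 45 min at RT.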
# An asterisk follows results filed as active; i = inactive; u = inconclusive; x = not tested or not shown; [ ] = another dose, or the depositor's remark. Unless noted, calls come from the whole dose curve; as a rule, active = well fitted curve in the direction sought with a large enough effect; inconclusive = small, poorly fitted or top-dose-only effect, or another doubt; inactive = no such curve, though single readings can be large; an effect the other way counts as inactive or inconclusive.
SMILES	Cycloheximide cs	Shiga toxin inh	LmPK inh	Pf growth 96h	Pf growth 48h	AmpC no deterg	Tb PYK inh
CC1CCN(C(=O)COC(=O)CSc2ccc(C(N)=O)cc2[N+](=O)[O-])CC1	x	x	x	8%	5%	0%	-17%
Cc1cccc(CN2CCN(Cc3ccco3)CC2)c1	3	x	-3%	u	21%	-12%	-2%
O=C(NCN1CCN(c2ccccc2F)CC1)c1cccnc1	0	-6	-1%	u	u	-6%	-6%
O=C(Nc1ccccc1O)c1cc(S(=O)(=O)N2CCOCC2)ccc1Cl	-3	7	-1%	u	-8%	-16%	0%
CC(=O)Nc1ccc(SC[C@H](c2ccccc2)N2CCN(CCc3ccccc3)CCC2=O)cc1	-1	25	5%	7.4µM*	13µM*	177%[activator]	x
CN(C(=O)c1ccc2ccccc2c1)c1ccccn1	30*	48	0%	41%[activator]	27%	-19%	-5%
CCN(CC)CC(=O)Nc1sc2c(c1C(=O)c1ccccc1C)CCC2	-3	9	1%	34%[activator]	u	-13%	-2%
CCN1CCN(Cc2ccc(NC(=O)c3ccc(C)c(NC(=O)c4nccn4C)c3)cc2C(F)(F)F)CC1	6	-4	-2%	-25%	u	59%	1%
COc1ccc(-n2c(O)c(/C=N/n3cnnc3)c3ccccc3c2=O)cc1	-4	-12	4%	7%	-1%	-4%	-5%
Cc1ccc(S(=O)(=O)NC(=O)NCc2ccccc2)cc1	-3	-4	6%	x	x	-6%	-3%
Cc1ccc(C)c(S(=O)(=O)N2CCCOC2CNC(=O)C(=O)NCc2cccnc2)c1 (stereo not given)	-4	-12	-7%	3%	u	20%	1%
O=C(CN(C(=O)Cn1nnc(-c2ccc(F)cc2)n1)c1ccc(F)cc1)NC1CCCC1	2	-7	0%	u	u	3%	1%
CN(C)C1=NCCN1CCc1cccc(F)c1	-2	-4	-10%	37%[activator]	4%	-21%	-5%
O=C(COC(=O)/C=C/c1ccco1)NCc1ccccc1	-2	12	7%	21%	12%	-22%	-1%
Cc1ccc(CNC(=O)CCC2CCCN(C(=O)CCC(F)(F)F)C2)o1 (stereo not given)	-3	-2	4%	8.3µM*	-1%	28%	-8%
CC1(C)CC(=O)C2=C(C1)Nc1cc3c(cc1C2c1ccc(F)cc1)OCO3 (stereo not given)	1	-11	2%	5.2µM*	u	-11%	0%
NS(=O)(=O)c1ccc(NC(=S)N2CCCC2)cc1	-1	-27	-12%	6%	18%	10%	4%
Cc1ccc2c(C)c(C(=O)NCCc3ccco3)oc2c1C	10	-13	-21%	24%	20%	-16%	1%
O=c1[nH]c(=S)n(Cc2ccco2)c(O)c1C=NCc1cccs1	7	35	13%	0%	x	18µM*	u
O=C(NC1CCN(C(=S)NCc2ccco2)CC1)C1CCCCC1	-1	-3	0%	4%	-1%	0%	-9%
CCN(C(=O)c1ccccc1Cl)c1ccccc1	-1	-2	0%	u	-26%	0%	-2%
CCOC(=O)Cc1csc(NC(=O)COc2ccc(N(C)S(=O)(=O)c3ccc(C)cc3)cc2)n1	1	-10	3%	-77%	x	-24%	3%
FC(F)(F)c1ccc(CN2CCCCCC2)cc1	5	-8	-6%	-36%	x	-19%	5%
O=C(CSc1ncccn1)NC(=O)c1ccccc1	1	-13	13%	17%	27%	3%	1%
O=C(Nc1nnc(-c2ccc(F)cc2)o1)c1cccc([N+](=O)[O-])c1	-5	-1	0%	u	-27%	-18%	-6%

# (list continues)
SMILES	Cycloheximide cs	Shiga toxin inh	LmPK inh	Pf growth 96h	Pf growth 48h	AmpC no deterg	Tb PYK inh
Cc1cccc(C(=O)N/N=C/c2ccncc2)c1	14*	6	-9%	u	32%[activator]	60%[activator]	x
Oc1ccc(Br)cc1-c1n[nH]c(=S)n1Cc1ccccc1	2	-2	-15%	19%	-6%	-43%	u
CCc1nnc(NC(=O)c2n[nH]c(=O)c3ccccc23)s1	-4	-7	-5%	-2%	-7%	-10%	0%
CCN(Cc1ccccc1)C(=O)c1ccc(CNS(=O)(=O)c2ccc(C)cc2)cc1	-5	-11	7%	-13%	u	-16%	3%
COC(=O)c1cc(S(=O)(=O)NC2CCN(Cc3ccccc3)CC2)cn1C	2	-9	0%	u	-10%	27%	-12%
O=C(Nc1ccccn1)c1ccc2c(c1)OCCO2	26	39	u	138%[activator]	i	-22%	u
CC(=O)C1=C(O)C(=O)N(c2ccc(Br)cc2)C1c1ccc([N+](=O)[O-])cc1 (stereo not given)	-2	-6	5%	-1%	x	-36%	4%
CCN(CC)c1ccc(/C=N/NC(=O)c2c(-c3ccccc3)noc2C)cc1	-5	-12	0%	-6%	-5%	-13%	-3%
O=C(CC1C(=O)NCCN1Cc1ccoc1)NCc1cccc(OC(F)(F)F)c1 (stereo not given)	2	15	-2%	16%	-1%	38%	-6%
COc1ccccc1-c1nnc(SCc2nc3ccccc3s2)n1C	16	26	-9%	20%	-2%	-19%	-2%
C/C(N=Nc1nc2ccccc2s1)=N\Nc1ccccc1O	11	30	-4%	8%	2.6µM*	-22%	-9%
O=C(NNc1ncccc1-n1cccc1)c1ccc(Cl)cc1	-1	-3	2%	46%[activator]	41%[activator]	-31%	3%
O=C1Nc2ccccc2C1=Nc1ccc(S(=O)(=O)Nc2nccs2)cc1	-2	-5	6%	-1%	-6%	-14%	6%
Cc1ccc(C(=O)OCc2cc3ccccc3[nH]c2=O)cc1	-3	-3	-5%	u	u	-17%	1%
CCOC(=O)c1c(C)[nH]c(C(=O)COC(=O)C2CC(=O)N(Cc3ccccc3)C2)c1C (stereo not given)	-2	17	6%	7%	0%	110%[activator]	-4%
CCOc1ccc(Cn2cc(F)c(=O)[nH]c2=O)cc1	2	20	2%	22%	3%	-7%	-1%
Cc1ccc(/C(N)=N/OC(=O)CN(C)S(=O)(=O)c2ccc(C)cc2)cc1	-4	5	-5%	u	-3%	-8%	-1%
O=C(O)CSc1ccccc1C(=O)O	-7	-14	3%	-103%	x	-12%	1%
C=CCNC(=O)CNS(=O)(=O)c1ccc(F)cc1	0	21	8%	8%	12%	-3%	11%
Cc1ncsc1C(=O)O	1	-6	3%	x	25%	2%	5%
CCc1cc2ccc(C)cc2nc1SCC(=O)Nc1cc(OC)c(OC)cc1C(=O)O	-2	-13	2%	u	5%	-32%	0%
Clc1ccc2c(c1)c1ccccc1n2CN1CCOCC1	5	21	0%	x	20%	34%	-6%
COc1cc(CCC(=O)Oc2ccc(C(C)=O)cc2)cc(OC)c1OC	-4	2	2%	16%	-6%	11%	-5%
COc1ccc(S(=O)(=O)N2CCN(c3ncccn3)CC2)cc1[N+](=O)[O-]	-4	7	4%	0%	19%	14%	0%
COc1cc2ccccc2cc1C(=O)Nc1cc(C)ccn1	42*	104*	-9%	14%	70%[activator]	64%[activator]	4%

# Only Pf growth 48h, for 2 of the compounds above:
mol	Pf growth 48h
COc1cc(CCC(=O)Oc2ccc(C(C)=O)cc2)cc(OC)c1OC	-6%
Cc1cccc(C(=O)N/N=C/c2ccncc2)c1	32%[activator]

# Next results:
SMILES	Cycloheximide cs	Shiga toxin inh	LmPK inh	Pf growth 96h	Pf growth 48h	AmpC no deterg	Tb PYK inh
Fc1ccccc1N1CCN(CC2CCCCC2)CC1	1	x	1%	13%	35%[activator]	-24%	6%
CCc1ccc(CN2CCC(C(=O)Nc3ccc(-n4nc(C)cc4C)cc3)CC2)o1	-4	-4	3%	u	6.6µM*	88%[activator]	-3%
CC(C)c1ccc(C2=C(O)c3ccccc3C(=O)C2=O)cc1	-3	10	-20%	164%[activator]	1.5µM*	-26%	-9%
COc1cc(NC(=O)CN2C(=O)C(c3ccccc3)=NC23CCCCCC3)cc(OC)c1	4	-9	6%	0%	u	-7%	-5%
COc1ccc(CCN2CC(C(=O)N(C)CC(=O)Nc3ccc(Cl)c(C(F)(F)F)c3)CC2=O)cc1OC (stereo not given)	x	x	x	u	u	285%[activator]	-2%
Cc1ccc(-c2cn3cccnc3n2)cc1NC(=O)c1cccs1	16	11	-1%	-4%	19%	-40%	-7%
CCOC(=O)N1CCC(N(CCN(C)C)C(=S)Nc2ccccc2Cl)CC1	0	-12	-4%	-5%	-12%	3%	-19%
Cc1cc(=O)c(C(=O)OC(C)C(=O)NC(N)=O)nn1-c1ccc(Cl)cc1 (stereo not given)	8	-6	-6%	7%	7%	5%	-2%
CN(CCN1CCOCC1)Cc1nc(-c2ccccc2)no1	12*	14	-2%	18%	-1%	-11%	5%
COCc1cc(C)nc(SCC[N+](C)(C)CC(=O)Nc2ccccc2)c1C#N	9	-5	12%	u	u	28%	-1%
O=C1NC[C@@H](Cc2cccc3ccccc23)N(CC2(c3ccccc3)CC2)C1=O	-6	-9	1%	13µM*	12µM*	58%	0%
CC1CCN(c2nc3nonc3nc2N2CCC(C)CC2)CC1	5	-8	5%	-18%	1%	-9%	0%
CC(C)(C)c1ccc(-c2n[nH]c(=S)n2-c2ccccc2)cc1	1	-13	u	2.9µM*	310%[activator]	66%	u
CCN(Cc1ccccc1)C(=O)c1oc2ccc(C)cc2c1C	13	48	-6%	u	14%	-11%	-2%
CCOC(=O)N1CCN(C(=O)/C(=C\c2cccs2)NC(=O)c2cccs2)CC1	13	-4	2%	u	u	24%	-4%
Cc1cccc(Cn2c(N3CCN(C)CC3)nc3c2c(=O)n(C)c(=O)n3C)c1	-1	x	0%	366%[activator]	7%	33%	-1%
Cc1nnc(SCC(=O)N2CCN(S(=O)(=O)c3ccccc3)CC2)s1	7	-9	-2%	-7%	-2%	-7%	0%
COc1ccc(N(C(=O)Cn2nnc3ccccc32)C(C(=O)NCc2ccco2)c2ccc(C)o2)cc1 (stereo not given)	30*	29	1%	u	u	-25%	-10%
CCc1noc(C)c1C(=O)Nc1nc(-c2ccc(NC(C)=O)cc2)cs1	x	x	x	u	u	-13%	2%
Cn1c(C(=O)NCc2cccs2)cc2c(=O)n(C)c3ccccc3c21	-6	-2	2%	u	x	-6%	-14%
COc1ccccc1NC(=O)N1CCC(c2nnc(SCC(N)=O)n2C)CC1	13	-5	4%	-19%	27%	8%	3%
COc1ccc(-n2cnnc2SCc2ncc(-c3ccccc3)o2)cc1	8	-14	-2%	u	0%	27%	-6%
CCOc1ccc(Cc2nnc(N)s2)cc1OCC	-2	-1	0%	16%	3%	-6%	11%
CCCS(=O)(=O)N1CCC(C(=O)NCCCN(CC)c2cccc(C)c2)CC1	10	-6	-2%	-1%	-18%	6%	1%
O=C(Cc1ccc([N+](=O)[O-])cc1)Nc1ccc2c(c1)CCC2	11	23	1%	23%	8%	-25%	-22%
O=C(CCn1c(=O)oc2ccccc21)NCCCN1CCOCC1	-2	-3	-6%	u	17%	-7%	-4%
